Rad51 HR inh = human RAD51 strand exchange inhibitors, primary screen, biochemical, fluorescence. DNA repair protein RAD51 homolog 1 (Homo sapiens), Q06609. hRad51 DNA strand exchange, fluorescence dequenching. inhibition, % at 10 µM. actives 0.085% (n = 200,000);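 active means inhibition above 40% at the single screening dose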;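 further: 0% = DMSO control wells and 100% = blanks with heterologous ssDNA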
Target sequence (Q06609 whole entry, looked up): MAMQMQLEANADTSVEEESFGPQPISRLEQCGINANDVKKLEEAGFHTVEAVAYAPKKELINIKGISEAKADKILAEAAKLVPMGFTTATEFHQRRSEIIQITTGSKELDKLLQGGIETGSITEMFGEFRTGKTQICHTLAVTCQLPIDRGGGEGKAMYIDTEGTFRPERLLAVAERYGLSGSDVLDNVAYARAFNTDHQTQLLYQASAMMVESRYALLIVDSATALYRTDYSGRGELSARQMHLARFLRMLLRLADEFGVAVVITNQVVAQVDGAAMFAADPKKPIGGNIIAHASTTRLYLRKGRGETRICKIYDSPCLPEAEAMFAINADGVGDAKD
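Test system: preformed human Rad51 ssDNA filaments. Compound dosing: single dose, 10 µM final compound. Incubation: filaments 15 min 37 °C, then compound 30 min. Technique: FRET fluorescence dequenching, excitation 485 nm, emission 520 nm. Read-out basis: percent inhibition from fluorescence, normalised to plate control and blank means. Benchmarks: plate controls and plate blanks.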
Hck-Nef inh = inhibitors of Nef-activated human Hck kinase, primary screen, biochemical, Z-Lyte FRET, 384-well, Hck-YEEI; inhibition, % at 20 µM; Recombinant Hck-YEEI plus Nef, Z-Lyte FRET kinase assay; Tyrosine-protein kinase HCK (Homo sapiens), P08631; actives 0.68% (n = 220,000);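 active means Hck-Nef kinase inhibition above about 50%, limit read from the data; inactive means inhibition below that limit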;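 further: 0% = DMSO with Hck plus Nef and 100% = Hck alone without Nef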
Target sequence (P08631 whole entry, looked up): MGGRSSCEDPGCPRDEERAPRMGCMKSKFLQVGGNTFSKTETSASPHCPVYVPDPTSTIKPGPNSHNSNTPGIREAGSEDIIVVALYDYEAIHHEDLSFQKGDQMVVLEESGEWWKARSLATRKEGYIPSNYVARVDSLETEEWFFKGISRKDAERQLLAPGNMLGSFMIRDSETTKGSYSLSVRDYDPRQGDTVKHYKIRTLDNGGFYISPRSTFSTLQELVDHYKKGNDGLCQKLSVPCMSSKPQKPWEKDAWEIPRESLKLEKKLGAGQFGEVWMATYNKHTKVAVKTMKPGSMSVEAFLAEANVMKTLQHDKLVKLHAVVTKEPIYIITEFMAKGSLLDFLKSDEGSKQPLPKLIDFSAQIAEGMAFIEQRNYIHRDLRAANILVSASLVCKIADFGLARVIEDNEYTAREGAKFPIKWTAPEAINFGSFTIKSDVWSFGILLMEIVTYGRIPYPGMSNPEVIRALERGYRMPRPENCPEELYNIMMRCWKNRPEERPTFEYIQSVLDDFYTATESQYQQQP
zVAD death inh = inhibitors of zVAD-triggered necroptosis, primary screen, L929 cells. L929 zVAD necroptosis rescue, ATP luminescence, 24 h; with zVAD 60 µM. viability rescue, % at 10 µM. actives 0.38% (n = 220,000). AID 1377, 2008;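 active means activation, scaled between plate controls, above about 75%, limit read from the data; inactive means activation under that limit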;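 further: 0% = zVAD with DMSO and 100% = DMSO alone without zVAD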
FXIIa inh 1536 = human FXIIa protease inhibitors, primary screen, biochemical, 1536-well; Coagulation factor XII (Homo sapiens), P00748; purified FXIIa, Boc-QGR-AMC fluorogenic substrate, 2 h; inhibition, % at 5 µM; actives 0.3% (n = 220,000); in the data active means inhibition above about 40%;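 further: 0% = enzyme with no compound and 100% = blank without enzyme; many of its hits are not listed in these tables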
Thrombin inh = human alpha-thrombin inhibitors, primary screen, counter-screen for coagulation protease inhibitor project, biochemical, 1536-well, fluorogenic AMC substrate | Boc-VPR-AMC fluorogenic substrate cleavage | inhibition, % at 5 µM | actives 0.26% (n = 220,000) | AID 1046, 2008;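 active means inhibition at or above 40%; inactive means inhibition below 40%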;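 further: 0% = enzyme with no compound and 100% = wells without enzyme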
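Material: human alpha-thrombin protein. Incubation: reaction at ambient temperature. Technique: fluorescence of released AMC, ex 355 nm, em 460 nm. Control set: no-compound enzyme wells and no-enzyme blanks. Also added: Boc-VPR-AMC substrate, 15 µM final. Buffer or medium: pH 7.5 Tris (50 mM) with NaCl 150 mM, Tween 20 0.05%.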
TNF death inh = inhibitors of TNF-alpha triggered necroptosis, primary screen, cell-based, Jurkat FADD-/-, single concentration; AID 463075, 2010; activation (protection from cell death), % at 10 µM; Jurkat FADD-/- TNF necroptosis rescue, ATP luminescence, 24 h; 0 = TNF only, 100 = no-TNF cells; actives 0.068% (n = 220,000);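 active means activation, meaning protection from cell death, of at least 50% relative to plate controls; inactive means activation below 50%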;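 further: necroptosis triggered by 40 ng/mL TNF-alpha added together with compound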
KCC2 mod = KCC2 cotransporter modulators, thallium flux, primary screen, cell-based, HEK293 KCC2, FluoZin-2 fluorescence, MLSMR; KCC2 cells, thallium flux FluoZin-2 fluorescence; B-score of Tl+ flux slope (higher = more flux/activation; lower = inhibition) at 10 µM; actives 2.2% (n = 190,000); AID 1456, 2008;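 active means thallium flux slope and its plate-corrected score both differing from the plate sample mean at a set confidence after two filtering rounds, in either direction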;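 further: slope of fluorescence scaled to starting intensity during 10 to 20 s after thallium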
FXIa inh = human FXIa protease inhibitors, primary screen, biochemical, 1536-well; inhibition, % at 5 µM; actives 0.14% (n = 220,000); AID 798, 2007; purified FXIa, Boc-Glu-Ala-Arg-AMC fluorogenic substrate;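 active means inhibition of at least 40%; inactive means inhibition below 40%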;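 further: fluorescence of freed AMC excited at 355 nm; 0% = enzyme without compound and 100% = no enzyme blank; many of its hits are not listed in these tables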
KLK5 inh = human KLK5 protease inhibitors, primary screen, biochemical, 1536-well. Kallikrein-5 (Homo sapiens), Q9Y337. recombinant hK5, fluorogenic AMC substrate cleavage. inhibition, % at 5 µM. actives 0.59% (n = 210,000). AID 873, 2007;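 active means inhibition of 40% or more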;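 further: 0% = enzyme controls without compound and 100% = no-enzyme blanks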
* hit, by the source's call; nt = no result given. A portion of the library; the hit share may differ from the screen's.

No.	structure	Rad51 HR inh	Hck-Nef inh	zVAD death inh	FXIIa inh 1536	Thrombin inh
1	COc1ccc(S(=O)(=O)N(C)C)cc1NC(=O)CSc1nncs1	4	19	3.7	1	-4
2	CC(C)Nc1ccc(C(CC(N)=O)NC(=O)Cc2ccc(Cl)cc2)cc1[N+](=O)[O-] (stereo not drawn)	12	27	3.6	11	5
3	N#Cc1cnc2sc3ccccc3n2c1=N	5	11	1.0	10	5
4	CCOC(=O)Cn1c(=N)n(CCOc2ccc3ccccc3c2)c2ccccc21	-1	2	0.0	10	-1
5	O=S(=O)(Oc1ccccc1N1CCCCC1)c1ccccc1	-2	-21	-0.3	6	-1
6	O=C(NCc1ccc2c(c1)OCO2)c1cc2ccccc2o1	-2	-2	0.7	9	0
7	Cc1ccc(S(=O)(=O)n2[nH]c(=O)cc2N)cc1	0	-18	0.2	9	1
8	Cc1cccc(NC(=S)NC23CN4CN(CN(C4)C2)C3)c1	-7	9	-0.8	24	54*
9	COC(=O)c1ccc(C(=O)OC)c(NC(=O)CN2CCN(c3ccc(OC)cc3)CC2)c1	-7	2	-0.1	7	2
10	Cc1nn(-c2ccccc2Cl)c(Cl)c1/C=N/Nc1cccc(C(=O)O)c1	-4	2	2.0	-2	-4
11	Clc1nc(-c2cccnc2)nc2scc(-c3ccccc3)c12	-7	-9	1.9	10	-9
12	O=C(O)CCCNC(=O)c1ccc(NC(=O)Cc2ccc(Cl)cc2)cc1	3	1	0.9	1	0
13	CCc1ccc(CNn2cnnc2SCC(=O)NC(C)(C)C)cc1	-6	13	-1.2	6	0
14	C#CCNC(=O)/C=C/c1ccc(C)cc1	8	0	2.3	15	4
15	COCCn1c(SCC(=O)Nc2cccc(C)c2)nnc1C(C)C	4	3	-0.4	7	-7

No.	TNF death inh	KCC2 mod	FXIa inh	KLK5 inh
1	1.2	0.1	1	-8
2	16	-0.066	6	7
3	-0.9	1.3	-1	3
4	-5.8	nt	-19	3
5	3.1	-0.87	3	1
6	-1.2	-0.13	2	-13
7	-0.9	1.4	4	5
8	0.6	0.28	31	45*
9	-0.7	nt	5	14
10	0.9	-3.6	4	-4
11	-3.5	0.86	1	-12
12	0.7	0.013	-7	-20
13	-0.3	-0.34	-4	-2
14	0.0	1.4	9	-4
15	0.5	nt	-1	-14

(list continues)
No.	structure	Rad51 HR inh	Hck-Nef inh	zVAD death inh	FXIIa inh 1536	Thrombin inh
16	O=C(O)CC/C(=N/NC(=O)CNC(=O)Cc1ccc(Cl)cc1)c1ccccc1	-22	13	0.8	2	-2
17	Clc1cc(Cl)cc(CN2CCSCC2)c1	-7	5	-0.1	10	-1
18	COc1cc(CC(=O)OCC(=O)c2ccc3c(c2)OCCO3)cc(OC)c1OC	1	-1	-1.6	16	2
19	COc1ccc2nc(SCC(=O)NCC(F)(F)F)[nH]c2c1	4	24	1.8	9	-11
20	O=C(N/N=C/c1ccncc1)C1CC1C(=O)N/N=C/c1ccncc1 (stereo not drawn)	nt	-23	0.0	7	0
21	CN(c1cccc(NC(=O)CN(c2ccc(F)cc2)S(C)(=O)=O)c1)S(C)(=O)=O	nt	-4	0.6	3	-4
22	Cc1cccc(C(=O)NCCN2CCOCC2)c1[N+](=O)[O-]	-6	4	0.1	16	-9
23	CCC(=O)Nc1ccccc1Oc1ccccc1	-4	2	0.5	19	3
24	CC1(C)NC(=O)N(CCOCCOc2cccc(Oc3ccccc3)c2)C1=O	4	6	-1.0	33	3
25	COc1ccc(-c2[nH]ncc2CN2CCCCCCC2)c(OC)c1	nt	-13	0.0	3	-3
26	CCC(=O)Nc1ccc(C(=O)NCCCn2ccnc2)cc1	2	20	-0.3	-1	-7
27	Brc1ccccc1-c1nnc(COc2cccc3cccnc23)o1	4	1	2.1	7	-10
28	CCOc1cccc(C(=O)Nc2cccnc2)c1	4	2	0.4	16	-11
29	CCCCCCCC(=O)NNC(=O)CCC(=O)O	nt	-1	0.0	10	1
30	c1ccc(-c2c(-c3ccccc3)n(Cc3ccco3)c3ncnc(NCCCn4ccnc4)c23)cc1	-4	2	-0.9	8	1

No.	TNF death inh	KCC2 mod	FXIa inh	KLK5 inh
16	3.9	-0.74	1	3
17	1.7	0.26	-2	-2
18	-10	-1.5	6	-7
19	0.5	-0.47	18	2
20	1.2	0.39	0	-2
21	0.9	0.46	-3	nt
22	0.9	1.3	5	-19
23	-0.9	nt	5	-2
24	-1.6	nt	23	-27
25	1.8	0.97	-4	nt
26	1.5	0.85	-7	6
27	-1.1	-3*	-6	-3
28	0.3	nt	2	-25
29	-0.8	-0.9	-1	0
30	-4.5	nt	1	15

Further structures follow:
No.	structure	Rad51 HR inh	Hck-Nef inh	zVAD death inh	FXIIa inh 1536	Thrombin inh
31	COCc1nnc(NC(=O)c2cc(Cl)ccc2OC)s1	-2	0	-0.3	16	16
32	Cc1cc(C(=O)N=Nc2c(O)n(C(C)C)c3ccccc23)n[nH]1	-12	0	1.3	5	7
33	COC(=O)COc1ccc(S(=O)(=O)NC2CCCCCC2)cc1	-5	0	0.2	10	-5
34	CCn1c(=O)cc(SCC(=O)NCCCN2CCN(c3ccccc3F)CC2)c2ccccc21	-6	-1	0.5	6	-2
35	Cc1ccccc1S(=O)(=O)Nc1nc2ccccc2nc1NCCO	2	3	1.9	-4	-5
36	COc1ccc2[nH]c(C)c(CCN3C(=O)C4C5C=CC(C5)C4C3=O)c2c1 (stereo not drawn)	nt	0	1.3	5	0
37	CC(=O)c1cccc(NC(=S)NC(=O)c2ccc(Cl)cc2)c1	12	2	0.2	7	-6
38	O=C(c1cccc2ccccc12)C1CCCN(C(=O)CCCn2cncn2)C1 (stereo not drawn)	-1	42	-0.9	12	-6
39	N#Cc1c(N)oc(-c2ccc3c(c2)OCO3)c1-c1ccc2c(c1)OCO2	-11	1	-1.2	2	-1
40	COc1ccc(S(=O)(=O)N2CCCCCC2)cc1N(C)S(=O)(=O)c1ccc(C)cc1	7	1	0.5	10	-14
41	CC(C)N(C)NC(=S)Nc1ccccc1	-3	1	0.5	26	-10
42	CC(C)Cn1c(-c2ccc(Br)o2)n[nH]c1=S	7	5	0.3	7	-6
43	CCCCCNC(=O)c1c[nH]c2ccc(S(=O)(=O)N3CCC4(CC3)OCCO4)cc2c1=O	nt	1	nt	14	1
44	CCCc1nnc(SCC(=O)N2CCOCC2)n1CCCOC	6	2	0.0	15	-2
45	CC(C)NC(=O)CSc1nc2[nH]ncc2c(=O)[nH]1	1	24	0.3	9	-1

No.	TNF death inh	KCC2 mod	FXIa inh	KLK5 inh
31	-0.6	1	14	22
32	-6.4	0.48	0	-3
33	-0.9	-1.2	0	7
34	-8.0	-0.93	-4	1
35	0.7	0.41	6	-17
36	0.7	0.66	-2	-5
37	1.9	5.5*	5	-6
38	-0.3	0.32	-1	3
39	-4.5	0.082	-8	-52
40	-2.8	-0.83	6	-10
41	0.2	1.9	19	-1
42	0.6	12*	-3	-16
43	4.8	0.31	12	-8
44	0.4	8*	1	-16
45	0.6	-0.049	3	2

Reprinted from above, 4 compounds:
No.	structure	Rad51 HR inh	Hck-Nef inh	zVAD death inh	FXIIa inh 1536	Thrombin inh
42	CC(C)Cn1c(-c2ccc(Br)o2)n[nH]c1=S	7	5	0.3	7	-6
43	CCCCCNC(=O)c1c[nH]c2ccc(S(=O)(=O)N3CCC4(CC3)OCCO4)cc2c1=O	nt	1	nt	14	1
44	CCCc1nnc(SCC(=O)N2CCOCC2)n1CCCOC	6	2	0.0	15	-2
45	CC(C)NC(=O)CSc1nc2[nH]ncc2c(=O)[nH]1	1	24	0.3	9	-1

No.	TNF death inh	KCC2 mod	FXIa inh	KLK5 inh
42	0.6	12*	-3	-16
43	4.8	0.31	12	-8
44	0.4	8*	1	-16
45	0.6	-0.049	3	2

Next part:
No.	structure	Rad51 HR inh	Hck-Nef inh	zVAD death inh	FXIIa inh 1536	Thrombin inh
46	O=C(N/N=C/c1ccc2ncccc2c1)c1cc(-c2cccs2)nc2ccccc12	-35	7	0.5	1	-4
47	Cc1ccc(OCC(=O)O/N=C(\N)c2cccc([N+](=O)[O-])c2)cc1C	5	7	0.1	3	-6
48	O=C(/C=C/c1cccc(Cl)c1)Nc1ccncc1	8	1	2.3	13	-1
49	Cc1c2cn[nH]c(=O)c2c(C)n1Cc1ccc(F)cc1	2	-2	3.4	8	-2
50	COc1ccc(NCc2nnc(SCC(=O)N3CCCc4ccccc43)n2C)cc1	1	2	-0.4	3	-7
51	COc1ccc(-c2cc(C(=O)NCC3CCCO3)c3cc(C)ccc3n2)cc1 (stereo not drawn)	1	2	-0.4	-1	-3
52	CCN(CC)S(=O)(=O)c1ccc2c(c1)nc(SC(C)C(N)=O)n2-c1ccc(OC)cc1 (stereo not drawn)	63*	1	0.3	9	-3

No.	TNF death inh	KCC2 mod	FXIa inh	KLK5 inh
46	-6.7	-0.34	-2	-1
47	1.4	0.75	3	9
48	-5.5	-0.82	-1	-4
49	0.7	0.23	2	-17
50	-0.7	-0.37	-5	12
51	-0.2	0.99	0	-14
52	-2.8	0.84	-7	-24
